# HTR5A ag ctr: activates human HTR5A in OPRM1-OPRD1 agonist counter-screen | P47898 | HTR5A agonist assay, luminescence, cell-based | activation, % at 9.3 µM | actives 0.61% (n = 340,000) | AID 504692; in the data active means activation mostly above about 9.5%, no sharp cut-off; inactive means mostly below about 7.6%;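 further: 0% = cells with vehicle only and 100% = reference agonist; strong numbers were not always called active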
# Target sequence (P47898 whole entry, looked up): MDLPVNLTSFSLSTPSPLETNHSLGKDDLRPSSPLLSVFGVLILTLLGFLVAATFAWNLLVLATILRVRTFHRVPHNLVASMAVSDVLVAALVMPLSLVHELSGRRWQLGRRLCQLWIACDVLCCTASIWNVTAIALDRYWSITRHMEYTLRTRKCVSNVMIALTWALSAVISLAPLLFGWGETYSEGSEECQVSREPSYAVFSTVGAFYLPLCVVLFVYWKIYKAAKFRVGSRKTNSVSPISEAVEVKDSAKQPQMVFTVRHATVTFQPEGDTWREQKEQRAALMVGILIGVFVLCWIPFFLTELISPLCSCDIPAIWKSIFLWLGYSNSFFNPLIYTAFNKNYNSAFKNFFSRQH
# Tat export inh: E. coli Tat transport inhibition | actives 0.036% (n = 340,000) | inhibition, % at 10 µM | E. coli MC4100 TorA-mCherry Tat export, fluorescence | AID 488895;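 active means mean replicate inhibition at least 50% and at least half of replicates individually reaching 50%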;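 further: exported cargo escapes ClpAP degradation while cytoplasmic cargo is degraded and loses fluorescence; 0% = median of neutral control wells and 100% = median of NaSCN control wells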
# phage Ecoli inh: E. coli growth loss with phage present | inhibition, % at 11.9 µM | growth absorbance | actives 0.26% (n = 360,000); in the data active means inhibition above about 11%
# SUMO Mot1 rescue: blocks SUMOylation pathway, rescuing yeast Mot1-301 growth; S. cerevisiae Mot1-301 growth rescue, ATP luminescence, 38.5C; percent above DMSO median, 100 means doubled; growth rescue, % at 18.8 µM; actives 1% (n = 320,000); AID 2716;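 active means every valid replicate shows activation above 250% relative to neutral control wells; inactive means the rest, any valid replicate at or below 250%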;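 further: OY570 slx delta 5 strain wells were the positive control but not used for scaling; some compounds called inactive have numbers as strong as hits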
# AddAB inh: less growth of phage-infected E. coli with AddAB; E. coli expressing H. pylori AddAB, absorbance growth; inhibition, % at 11.9 µM; actives 0.29% (n = 330,000); AID 435030; in the data active means inhibition above about 12%;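 further: 0% = vehicle wells of infected cells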
# DAGLB inhibitor: diacylglycerol lipase beta (human) inhibition | HEK293T DAGLB membrane lysate, EnzChek fluorogenic substrate | inhibition, % at 5.17 µM | Q8NCG7 | actives 0.059% (n = 340,000) | AID 504411; in the data active means inhibition above about 34%;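 further: 0% = enzyme with vehicle and 100% = wells lacking enzyme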
# HTR5A inv ctr: HTR5A inverse agonism, opioid heterodimer counter-screen. actives 0.083% (n = 340,000). HTR5A cell line, luminescence. inhibition, % at 9.3 µM; in the data active means inhibition mostly above about 23%, no sharp cut-off; inactive means mostly below about 18%;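 further: 0% = cells with DMSO and 100% = no-cell wells with DMSO; some compounds called inactive have numbers as strong as hits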
# CDK5 p35 inh: CDK5/p35 (human) kinase inhibition; Q00535+Q15078; actives 0.01% (n = 330,000); AID 488839; Recombinant CDK5/p35, ADP-Glo luminescence, 60 min; inhibition, % at 10 µM;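 active means highest replicate inhibition of at least 50% and at least 75% of replicates reaching 50%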;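 further: plate controls were DMSO neutral control for no effect and GW8510 at 10 µM for full effect; many of its hits are not listed in these tables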
# PKA-R1A activ: activates the PKA-R1A holoenzyme complex; P00514+P68181; PKA-R1A dissociation, Cy5-IP20 fluorescence polarization; scaled: DMSO 0%, 113 µM cGMP 100%; activation, % at 11.4 µM; actives 0.083% (n = 340,000); AID 504707;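 active means percent activation above the mean of all tested compounds plus 3 SD, cut at about 19% in these data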;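 further: higher means more PKAc released from R1A so a rise in polarization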
# Ecoli viability: bacterial growth inhibition, counter-screen for AddAB inhibitors. AID 449728. E. coli V3065 growth, OD600 absorbance, 18 h. actives 0.27% (n = 330,000). inhibition, % at 11.9 µM;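 active means inhibition above the campaign's mean inhibition across all tested compounds plus 3 SD, cut at about 9.9% in these data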;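 further: uninfected addAB+ strain grown without phage in ampicillin broth; 0% = DMSO wells and 100% = ciprofloxacin 0.95 µg/ml wells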
# PKA-R2B activ: activators of human PKA-R2B complex; PKA-R2B holoenzyme dissociation, Cy5-IP20 fluorescence polarization; R2B truncated from residue 108, S112A mutant; 0% DMSO only, 100% 113 µM cGMP; P22694+P31323; actives 0.079% (n = 340,000); AID 504700; activation, % at 11.4 µM;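 active means activation above a cutoff set at the mean over all compounds plus 3 SD, cut at about 18% in these data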;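 further: higher means more holoenzyme dissociation and a rise in polarization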
# Target sequence (P31323 whole entry, looked up, other chains not shown, the tested form may be a part): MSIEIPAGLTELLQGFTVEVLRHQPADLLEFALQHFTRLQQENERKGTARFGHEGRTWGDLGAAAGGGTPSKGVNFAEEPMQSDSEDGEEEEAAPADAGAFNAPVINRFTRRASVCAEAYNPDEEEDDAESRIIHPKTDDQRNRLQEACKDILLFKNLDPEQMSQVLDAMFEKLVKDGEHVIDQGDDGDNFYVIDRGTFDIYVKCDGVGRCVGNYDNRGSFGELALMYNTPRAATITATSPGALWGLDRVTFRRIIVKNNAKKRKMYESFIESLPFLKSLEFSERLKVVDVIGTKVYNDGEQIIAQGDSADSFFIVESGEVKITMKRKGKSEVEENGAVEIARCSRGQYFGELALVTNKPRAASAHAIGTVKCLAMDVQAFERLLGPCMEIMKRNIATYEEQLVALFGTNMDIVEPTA
# * marks the source's active call; other numbers are inactive results; . = no result given. The order is random, and some 2.3% of all compounds hit somewhere here.
# Values run as follows: HTR5A ag ctr	Tat export inh	phage Ecoli inh	SUMO Mot1 rescue	AddAB inh	DAGLB inhibitor	HTR5A inv ctr	CDK5 p35 inh	PKA-R1A activ	Ecoli viability	PKA-R2B activ
Cc1ccc(C(=O)Nc2nc(COc3ccccc3)cs2)s1
  -2.1	-0.4	0.6	21.4	0.1	-9.6	1.2	-0.6	1.9	1.4	-7.9
COc1ccc(C(=O)N/N=C(/C)c2cccc(NC(=O)c3ccccc3F)c2)cc1
  0.3	-6.2	0.4	9.4	-0.1	1.8	35.6	-0.2	-1.1	0.1	-1.0
N#Cc1ccc(-c2csc(NNC(=O)c3ccc(Br)cc3)n2)cc1
  -1.0	-6.3	4.0	3.0	3.4	-2.0	2.8	-0.6	3.0	-1.1	-13.7
Cc1cc(C(=O)COc2ccccc2Cl)c(C)n1-c1ccc2c(c1)OCO2
  1.3	1.8	2.6	-3.3	1.9	-11.8	-3.6	3.0	0.9	-1.1	-1.9
c1c2c(cc3sc(N4CCCCC4)nc13)OCCO2
  6.2	10.3	3.4	-21.5	-0.8	1.4	-21.1	7.9	-3.1	-0.2	-2.5
CCN1C(=NCCCCO)N[C@@H](c2cccc(F)c2)C(C(=O)OC)=C1C
  6.4	8.1	0.5	-11.4	3.1	-3.0	7.8	-0.3	2.2	-0.3	1.2
O=C(COC(=O)/C=C/c1ccc(C(F)(F)F)cc1)NC(=O)NCc1ccco1
  19.6*	5.9	1.8	5.6	-0.8	0.8	-47.7	-1.7	-10.3	-1.6	-7.2
COC(=O)CSc1nc2cc(OC)ccc2cc1C#N
  4.4	-6.3	3.1	-24.6	1.1	-3.4	-13.4	-0.5	-0.1	0.2	4.5
COC(=O)c1ccc(-n2c(CCC(=O)O)ccc2-c2ccccc2)cc1
  -3.2	-4.8	.	-4.2	3.8	-0.8	12.6	1.2	-6.8	1.8	-3.6
O=C(O)/C=C/C(=O)Nc1ccc(Oc2ccccc2)cc1
  -4.1	-11.2	1.9	6.6	-1.1	-1.5	10.6	-1.7	3.3	-0.4	3.1
O=C(Cn1cc([N+](=O)[O-])cn1)NCc1ccco1
  -2.2	-9.0	2.4	-10.7	0.3	-2.3	10.3	-0.3	-0.2	0.6	-4.8
CN1CCC(N(C)C(=O)COc2ccccc2Cl)CC1
  -0.2	-4.6	-0.2	2.5	2.5	-1.6	18.2	-0.3	1.5	2.1	-9.2
CCCSc1nnc(NC(=O)Cc2ccc(OC)c(OC)c2)s1
  -3.3	0.3	1.7	-2.8	0.1	-3.7	15.7	1.0	-1.7	-2.4	-4.0
[O-]/C(=C(\C(=S)Nc1cccc2ccccc12)[n+]1ccccc1)c1ccc(OC(F)F)cc1
  2.0	2.9	2.8	.	.	2.7	-5.7	1.2	-3.4	.	-14.2
Cc1ccc(S(=O)(=O)NN2C(=O)c3ccccc3NC2c2ccccc2F)cc1 (stereo unspecified)
  3.4	2.7	-0.3	428.8*	4.0	-1.9	-9.1	-0.8	-0.5	-3.1	-0.5
CCN(CC)c1ccc(C(=O)NNC(=O)CCl)cc1
  -8.4	5.7	0.4	15.9	-1.3	-7.2	27.4	1.0	-13.4	2.0	-2.9
CC(C)(C)NC(=O)c1c(F)c(F)c(F)c(F)c1F
  0.8	-11.4	0.0	46.1	2.4	-1.6	6.3	-2.7	1.6	-0.9	-2.1
COc1ccc(N(C(=O)c2snc(C(N)=O)c2N)C(C(=O)NC2CCCC2)c2cc(OC)ccc2OC)cc1 (stereo unspecified)
  -2.0	-5.3	-3.4	331.7	2.0	4.0	1.6	0.5	1.9	1.8	-15.1
Cn1c(=O)c(=O)n(C)c2cc(S(=O)(=O)N3CCN(c4cccc(C(F)(F)F)c4)CC3)ccc21
  2.0	-1.6	.	-25.9	0.9	0.7	-5.2	-0.5	8.1	-1.4	-0.5
CC1(c2nnc(-c3cccc(Cl)c3)o2)CC(c2cccnc2)=NO1 (stereo unspecified)
  9.0	-8.8	-1.9	-11.0	-0.8	2.3	-24.2	0.7	-1.2	0.9	7.8

# Record cards, from the list above. Screens in order: HTR5A ag ctr, Tat export inh, phage Ecoli inh, SUMO Mot1 rescue, AddAB inh, DAGLB inhibitor, HTR5A inv ctr, CDK5 p35 inh, PKA-R1A activ, Ecoli viability, PKA-R2B activ
# Shown for `CN1CCC(N(C)C(=O)COc2ccccc2Cl)CC1` → -0.2, -4.6, -0.2, 2.5, 2.5, -1.6, 18.2, -0.3, 1.5, 2.1, -9.2
# Shown for `CCN1C(=NCCCCO)N[C@@H](c2cccc(F)c2)C(C(=O)OC)=C1C` → 6.4, 8.1, 0.5, -11.4, 3.1, -3.0, 7.8, -0.3, 2.2, -0.3, 1.2

# The list goes on:
# Values run as follows: HTR5A ag ctr	Tat export inh	phage Ecoli inh	SUMO Mot1 rescue	AddAB inh	DAGLB inhibitor	HTR5A inv ctr	CDK5 p35 inh	PKA-R1A activ	Ecoli viability	PKA-R2B activ
O=C1CC(NCc2ccco2)C(=O)N1CCc1ccccc1 (stereo unspecified)
  -0.4	-0.1	1.7	-6.7	-2.6	-9.7	1.3	-1.1	-11.1	-0.2	-11.7
O=Cc1c(N2CCSCC2)nc2ccccn2c1=O
  -0.9	-4.8	2.6	-10.0	0.7	-0.8	3.0	-2.5	2.5	0.0	2.8
CCOc1cc(C=NNC(=O)c2cccc(S(=O)(=O)N3CCCC3)c2)ccc1O
  -3.6	19.8	-0.4	-12.4	1.2	0.7	-19.8	-7.3	1.9	0.3	-14.9
Cc1cccc(C)c1NC(=S)N(CCN(C)C)C(C)c1ccccn1 (stereo unspecified)
  5.7	-4.5	-0.1	7.9	-0.4	0.2	-17.9	0.0	8.7	-0.9	-7.7
O=C(NCCO)c1cc2cc(Cl)cc(Cl)c2oc1=O
  3.7	-1.4	-0.3	-20.5	0.8	-1.3	-2.5	1.5	-7.8	1.5	1.8
CN(C)S(=O)(=O)c1ccc(N2CCCC2=O)c([N+](=O)[O-])c1
  1.2	-5.2	0.4	13.9	2.8	1.1	-19.5	0.9	-6.7	-0.6	-12.2
O=C(Cc1ccccc1)Nc1ccc(NC(=O)c2ccccc2)nc1
  0.6	-2.4	1.6	-3.3	0.8	0.1	-2.5	1.3	-11.2	2.0	-1.1
Cc1ccc(C(=O)NC2CCSC2=O)cc1 (stereo unspecified)
  1.3	2.3	1.2	4.7	3.7	-1.4	-3.4	-2.5	-15.4	1.7	-0.2
CCOC(=O)c1cnn(-c2nc(-c3ccc(C)cc3)cs2)c1C(F)(F)F
  0.7	-0.2	3.5	8.8	-0.2	-24.6	-2.0	-0.3	-8.1	0.1	7.3
CCOc1ccc(S(=O)(=O)N2CCCCC2)cc1NC(=O)CN1C(=O)NC(C)(c2ccccc2)C1=O (stereo unspecified)
  -3.0	3.1	3.2	-4.5	-0.3	0.4	8.2	-0.3	-1.3	2.5	-2.4
COCCNC(=O)c1cc(-c2ccc3c(c2)OCO3)on1
  -3.5	-0.1	1.1	-9.6	1.3	-0.1	35.0	0.7	6.8	-3.9	18.4*
COCCCNC(=O)C[C@H]1C[C@H](C(=O)N2CCOCC2)[C@@]2(C)c3[nH]c4cc(CCC(=O)N(C)C)ccc4c3CCN2C1=O
  2.5	-0.8	4.0	.	-0.4	0.7	-9.1	-1.7	-2.7	-2.1	4.2
Cc1cc(C)c(NC(=O)CNC(=O)COC(=O)Cc2cccs2)c(C)c1
  -4.0	2.9	5.3	-0.8	1.4	0.1	12.1	1.8	0.6	-0.3	8.0
N[C@@H](Cc1ccc(O)c(O)c1)C(=O)O
  -0.6	7.0	4.6	.	.	1.8	2.3	-0.2	-3.4	.	7.1
Cc1nc(C)c(C(=O)N2CCCC(CCC(=O)NCc3ccc(F)c(F)c3)C2)s1 (stereo unspecified)
  0.6	1.4	1.6	106.3	1.4	-2.5	-21.6	0.2	10.8	2.0	-0.2
Cc1cc(C)nc(N/N=C/c2cn[nH]c2-c2ccccc2)n1
  10.8	-2.4	-1.2	-14.4	0.0	-1.9	-27.9	-0.6	-7.4	0.6	2.3
O=C(Cc1cccc(NC(=O)C2CCCN(C(=O)CCc3ccccc3)C2)c1)Nc1cccc(C(=O)N2CCCCC2)c1 (stereo unspecified)
  1.1	-2.7	2.9	.	.	-1.4	-4.3	-4.6	-2.0	.	-7.6
Clc1ccc(OCCCCN2CCCCC2)cc1
  3.9	0.5	.	36.9	0.0	-2.1	-13.7	0.4	3.2	0.8	5.1
CN(C)CCCN(C(=O)COc1ccc(Cl)cc1)c1nc2cc3c(cc2s1)OCCO3
  4.3	-0.5	1.0	1.4	4.7	-0.9	-10.6	0.9	-6.0	-1.2	-3.0
CC(=O)C1=C(C)OC(N)=C(C#N)C1c1cccnc1 (stereo unspecified)
  1.8	-9.0	3.5	7.1	2.5	-2.5	4.8	-0.2	-10.8	-0.1	-4.0
COc1ccc(CCNC(=O)CCNC(=O)N2CC(=O)Nc3ccccc32)cc1OC
  1.3	4.9	2.3	12.5	0.2	2.6	6.2	0.0	0.0	-0.2	-0.9
O=C(O)CC(O)C(=O)O (stereo unspecified)
  9.9	2.4	2.9	-7.6	0.7	0.9	-4.0	1.4	-5.4	-1.6	1.4
Cc1nc(C)c(C(=O)OCC(=O)NCCc2ccc(F)cc2)s1
  2.3	-2.6	-2.1	.	.	-2.1	12.8	1.4	-3.1	.	8.3
COc1cccc(-c2ncc3ccccc3c2COC(=O)N(C)C)c1
  -2.3	6.6	1.9	-11.0	-2.8	0.1	5.8	0.7	2.6	-1.4	1.1
CCCCN(CC)C(=O)c1ccc(Cl)c(Cl)c1
  -1.0	-1.5	1.2	-10.5	2.6	-4.5	2.8	0.4	2.8	-1.4	-8.4
COc1cc(C2CC(=O)N(CC(=O)NCc3ccco3)c3ccccc3S2)cc(OC)c1OC (stereo unspecified)
  -0.8	-7.4	-0.6	-11.1	-2.9	-0.1	-5.7	0.4	-7.0	-3.1	-0.7
O=C(Nc1nccs1)c1cc2c(s1)CCCCC2
  3.5	6.1	3.1	-18.6	8.2	-7.5	-12.3	4.2	2.3	1.4	3.5
CC1CCc2nc(NC(=O)CN3CCN(Cc4ccc5c(c4)OCO5)CC3)sc2C1 (stereo unspecified)
  0.8	-0.3	0.9	-0.9	-0.8	-3.6	-2.2	0.3	-3.6	-2.2	6.2
COc1cccc(-n2c(N)c(C(=O)Nc3c(C)n(C)n(-c4ccccc4)c3=O)c3nc4ccccc4nc32)c1
  2.9	-2.6	-0.2	-3.0	2.1	0.7	11.7	0.4	-11.6	2.6	6.3
COc1ccccc1NC(=O)CSc1nc2sc(C)c(C)c2c(=O)n1C
  10.8	-8.5	3.3	-2.6	4.5	-3.2	8.2	1.9	4.4	3.8	-8.9
CCN(C(=O)COC(=O)c1c2c(nc3ccccc13)CCC2)c1c(N)n(Cc2ccccc2)c(=O)[nH]c1=O
  -3.9	-6.0	4.7	.	.	0.3	14.1	-2.2	-0.1	.	4.5
Cc1ccc(-c2c3c(=O)n(C)c(=O)n(C)c3cn2-n2cnnc2)cc1
  -4.3	0.7	1.0	.	1.5	-0.7	-8.7	-0.5	8.2	0.8	1.7
COc1ccc(-n2nc(C(=O)NCC(=O)NCCC3=CCCCC3)c3ccccc3c2=O)cc1OC
  -2.7	-5.9	1.7	13.2	1.3	-3.2	7.1	0.6	9.1	-1.8	14.9

# From PubChem BioAssay
